TGFb inhibitor = qHTS for Inhibitors of TGF-b; HepG2 CAGA-GFP TGF-b/SMAD3 reporter, GFP fluorescence, 18 h; TGF-beta stimulated, 500 pg/mL final; Potency, µM (series often up to 46.1 µM), inactives show top-dose activity, negative = inhibition, usual class: inhibitors; AID 588855, 2011; 410,000 compounds, 1.2% hits; note: potency is the fitted concentration of half-maximal effect; % is set by controls: 0 for no effect and ±100 for the full control effect; nearly all actives have a fitted effect of over 65% in size
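GFP signal (ex488/em500-530) from TGF-beta-stimulated HEPG2 CAGA-GFP cells, 500 pg/mL final, 18 h at 37 degrees C in DMEM plus 1% FBS, normalized to unstimulated and DMSO-stimulated controls.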
pAkt inh = HTS Assay for Inhibitors of Akt Phophorylation: Primary Screen. Neuro2A IGF-stimulated pAkt S473 HTRF, 20 min; stronger effect = lower value. AID 651550, 2012. 360,000 compounds, 0.32% hits. activity change, % for hits at 50 µM; in the data active = activity change below about -80%; inconclusive = mostly about -51% to -80%; note: % is set by controls: 0 for no effect and ±100 for the full control effect
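Neuro2A cells (4,500/well, DMEM with 0.5% FBS) were treated with compound at a single 50 µM final concentration, stimulated with 6 nM IGF for 20 min at 37 °C, and lysed. Phospho-Akt Ser473 was read by HTRF as 665/615 ratio ×10^4.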
Nrf2 inh = Nrf2 qHTS screen for inhibitors; A549 ARE-Fluc reporter, luciferase luminescence, 18-24 h; Potency, µM (series often up to 46 µM), for inactives: at the highest dose activity change, negative = inhibition, hits mostly inhibitors; 360,000 compounds, 2.1% hits; AID 504444, 2011; note: potency is the fitted concentration of half-maximal effect; % is set by controls: 0 for no effect and ±100 for the full control effect; nearly all actives have a fitted effect of over 60% in size
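Concentration-response testing used A549 ARE_Fluc cells at 5000 cells/well. Following an 18-24 h compound incubation, viability was read by fluorescence (Ex 405/Em 525) and luciferase output by luminescence.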
CCT chaperon mod = High-Throughput Screening for Modulators of Cytosolic Chaperonin Activity; 360,000 compounds, 0.3% hits; purified chaperonin ATPase assay, HTRF ADP detection, 30 min; activity change, % (test concentration not listed), hits read low; in the data active = activity change below about -30%; note: % is set by controls: 0 for no effect and ±100 for the full control effect
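ATPase activity: ADP formed was measured by HTRF Transcreener (665/615 nm ratio) after 30 min at 37 deg C with 10 uM ATP. Compounds screened at one 76 uM concentration against 40 or 20 nM TRiC in Tris pH 7.4/KCl/MgCl2/DTT buffer.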
A549 viability = Nrf2 qHTS screen for inhibitors: counterscreen for cytotoxicity. A549 ARE-Fluc cells, CellTiter-Fluor viability, 18-24 h. Potency, µM (doses to about 46 µM), for the others: top-dose activity change, negative = cytotoxicity, most hits filed as inhibitors. 390,000 compounds, 0.16% hits; note: potency is the fitted concentration of half-maximal effect; % is set by controls: 0 for no effect and ±100 for the full control effect
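Cytotoxicity counterscreen: CellTiter-Fluor fluorescence was measured in A549 ARE_Fluc cells after 18-24 h of compound exposure in a concentration series. The subsequent BugLite luminescent read reports ARE-luciferase activity.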
Mm-Cpn inhibitor = Inhibitors of TCP-1 ring complex (TRiC) of Methanococcus maripaludis (MmCpn): qHTS. Chaperonin Mm-Cpn (Methanococcus maripaludis). purified Mm-Cpn ATPase, ADP Transcreener TR-FRET. Potency, µM (titrated, usually from 76.9 µM), without a hit: at the top dose activity, negative = inhibition, most hits filed as inhibitors. 330,000 compounds, 0.031% hits; note: potency is the fitted concentration of half-maximal effect; % is set by controls: 0 for no effect and ±100 for the full control effect; nearly all actives have a fitted effect of over 80% in size
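ATPase read-out: TR-FRET ADP immunoassay (anti-ADP Eu cryptate vs ADP-d2), ex 320 nm, em 590/665 nm; signal drops as ADP forms. Enzyme 25 nM, ATP 10 uM, 30 min at 37°C after 10 min compound preincubation.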
EPAC2 antag = qHTS for Antagonist of cAMP-regulated guanine nucleotide exchange factor 2 (EPAC2): primary screen; Rap guanine nucleotide exchange factor 4 (Homo sapiens), Q8WZA2; EPAC2 GEF exchange of Rap1B-BODIPY-GDP, fluorescence; Potency, µM (titrated, usually from 114 µM), for inactives: at the highest dose activity, negative = inhibition, usual class: inhibitors; 360,000 compounds, 0.18% hits; note: potency is the fitted concentration of half-maximal effect; % is set by controls: 0 for no effect and ±100 for the full control effect; nearly all actives have a fitted effect of over 45% in size; many of its hits are not listed in these tables
Target sequence (Q8WZA2 whole entry, looked up): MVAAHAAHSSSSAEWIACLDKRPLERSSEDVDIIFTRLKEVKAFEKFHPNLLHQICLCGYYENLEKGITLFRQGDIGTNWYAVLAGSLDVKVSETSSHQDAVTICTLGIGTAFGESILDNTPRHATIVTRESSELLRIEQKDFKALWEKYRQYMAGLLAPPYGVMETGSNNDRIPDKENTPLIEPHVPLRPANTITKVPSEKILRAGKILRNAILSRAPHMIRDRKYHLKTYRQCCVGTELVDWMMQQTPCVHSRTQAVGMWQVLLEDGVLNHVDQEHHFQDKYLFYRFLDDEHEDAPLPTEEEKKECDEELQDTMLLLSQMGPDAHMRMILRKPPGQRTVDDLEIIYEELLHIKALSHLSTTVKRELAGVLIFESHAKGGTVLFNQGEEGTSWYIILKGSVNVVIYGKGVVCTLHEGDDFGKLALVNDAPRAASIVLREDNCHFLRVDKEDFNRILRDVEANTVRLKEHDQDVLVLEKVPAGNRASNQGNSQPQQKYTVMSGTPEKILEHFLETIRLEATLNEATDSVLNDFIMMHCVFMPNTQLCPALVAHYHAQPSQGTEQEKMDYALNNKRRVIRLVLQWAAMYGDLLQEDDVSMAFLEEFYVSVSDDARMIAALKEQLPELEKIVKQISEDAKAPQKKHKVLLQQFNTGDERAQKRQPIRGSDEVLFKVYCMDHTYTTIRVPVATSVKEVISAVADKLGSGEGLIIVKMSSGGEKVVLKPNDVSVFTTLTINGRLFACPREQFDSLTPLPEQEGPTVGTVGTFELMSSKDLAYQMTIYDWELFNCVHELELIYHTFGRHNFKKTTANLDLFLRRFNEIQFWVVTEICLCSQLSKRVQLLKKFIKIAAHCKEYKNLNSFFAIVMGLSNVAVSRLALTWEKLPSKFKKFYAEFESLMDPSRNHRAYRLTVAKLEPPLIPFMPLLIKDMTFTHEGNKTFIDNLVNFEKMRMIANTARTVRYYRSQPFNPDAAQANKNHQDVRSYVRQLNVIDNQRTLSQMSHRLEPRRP
Nrf2 activator = qHTS of Nrf2 Activators. AID 624171, 2012. AREc32 ARE-luciferase reporter (MCF7-derived line), luminescence, 24 h. 410,000 compounds, 0.31% hits. Potency, µM (doses to about 46.1 µM), inactives show at the highest dose activation, most hits filed as activators; note: potency is the fitted concentration of half-maximal effect; % of control where 0% means no effect; nearly all actives have a fitted effect of over 65% in size
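Nrf2 activation is followed as ARE-luciferase induction in the AREc32 line after one day of compound treatment; luminescence is read with Steady-Glo.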
EPAC2 ag = qHTS for Agonist of cAMP-regulated guanine nucleotide exchange factor 4 (EPAC2): primary screen; Rap guanine nucleotide exchange factor 4 (Homo sapiens), Q8WZA2; EPAC2 activation, biochemical qHTS; response scale: 100% = 6.5 mM cAMP response; Potency, µM (titrated, usually from 154 µM), for inactives: at the top dose activation, usual class: activators; 360,000 compounds, 0.079% hits; AID 720711, 2013; note: potency is the fitted concentration of half-maximal effect; nearly all actives have a fitted effect of over 50% in size
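Compounds were titrated in qHTS against a Rap1B-BODIPY-GDP (250 nM) complex with EPAC2 (100 nM) and GDP (50 uM). BODIPY-GDP release tracked at 480/540 nm over 30 min at room temperature, normalized to 6.5 mM cAMP.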
* = called active by the depositor; i = inactive; ? = inconclusive; / = no result given; & = joins results of further samples; [ ] = remark or other dose. Unless noted, calls come from the whole dose curve; as a rule, active = well fitted curve in the direction sought with a large enough effect; inconclusive = small, poorly fitted or top-dose-only effect, or another doubt; inactive = no such curve, though single readings can be large; an effect the other way counts as inactive or inconclusive. Some of the compounds tested, so the mix of outcomes need not match the whole.

SMILES	TGFb inhibitor	pAkt inh	Nrf2 inh	CCT chaperon mod	A549 viability	Mm-Cpn inhibitor	EPAC2 antag	Nrf2 activator	EPAC2 ag
Cc1ccccc1C(=O)c1cccn1CC(=O)N1CCCCCC1	-6%	i	24%	0.6	-8%	-2%	3%[57.1 µM]	-0.5%	9%
Cc1cc(NS(=O)(=O)c2ccc(NC(=O)/C=C/c3ccc(C)o3)cc2)nc(C)n1	11%	i	-2%	-3.3	-5%	0%	5%	4.4%	4%
O=C(NNc1nc2cc3c(cc2s1)OCO3)c1ccc(F)cc1	-3%	i	-37%	1.9	?	1%	-7%	2.4%	3%
FC(F)(F)c1cc(Cl)c2nc(-c3ccccc3)c(Cc3ccccc3)n2c1	-26%	i	/	-2.2	/	/	-2%	0.2%	4%
Cc1cccc(NC(=O)Cc2noc3ccccc23)c1C	8%	i	18%	-0.9	-3%	2%	-1%	1.9%	6%
CN1CCN(C(=O)C2=C[C@@H](c3ccc(C(F)(F)F)cc3)C[C@@H](OCCCCO)O2)CC1	-9%	i	12%	-1.9	1%	/	17%	0.5%	0%
CCN(Cc1ccccc1)S(=O)(=O)c1ccc(C(=O)N(CCCN(C)C)c2nc3ccc(F)cc3s2)cc1	?	i	-12%	-4.9	?	2%	-1%	-2.7%	7%
COc1ccc(OC)c(CNC(=O)Cc2c(C(=O)O)[nH]c3ccc(Cl)cc23)c1	-6%	i	-9%	-2.3	4%	0%	1%	0.5%	8%
O=C(NC(=S)Nc1ccc(N2CCOCC2)cc1)c1cccc([N+](=O)[O-])c1	0%	i	6%	-3.2	0%	-1%	15%	0.4%	11%
Cc1nnc2c(N3CCN(c4ccccc4F)CC3)nc3ccccc3n12	0%	/	5%	/	15%	/	/	-1.2%	/
O=C(CN1CCN(c2ccc(F)cc2)CC1)Nc1ccccc1C(=O)NCCc1ccccc1	?	i	4%	-0.5	-5%	-1%	-7%	4.8%	4%
CN1CCC(=C2c3ccccc3C=Cc3ccccc32)CC1	2%	i	?	1.3	?	0%	9%	0.1%	-9%
Cc1c(NC(=O)C(C)OC(=O)c2ccc(NC(=O)CC#N)cc2)c(=O)n(-c2ccccc2)n1C (stereo not given)	-6%	i	1%	-0.3	0%	-2%	-2%	0.1%	6%
CCOC(=O)c1cn(-c2ccccc2)nc1-c1ccncc1	-8%	-118%*	-12%	-1.9	12%	-1%	4%[57.1 µM]	0.7%	8%
CN(CC(=O)Nn1cnnc1)S(=O)(=O)c1ccccc1	5%	i	1%	-5.2	-5%	1%	-1%	-0.2%	1%
O=C(Cn1cccc1C(=O)c1ccccc1)NCCCN1CCOCC1	2%	i	6%	-1.5	0%	0%	3%	-0.1%	1%
COc1cc(C(=O)OCC(=O)NCc2ccc(F)cc2)cc(NC(=O)c2cccs2)c1OC	-7%	i	?	-0.3	1%	-5%	-9%	-0.6%	5%
COc1ccc(C(=O)NCc2nnc(SCC(=O)c3ccc(F)cc3)n2C)cc1OC	-1%	i	-9%	-3.7	2%	0%	-1%	6.7%	-1%
O=C(COC(=O)/C=C/c1ccc(OC(F)F)cc1)NC1CCCCCC1	-3%	i	12%	2.4	-1%	0%	11%	0.5%	-4%
CN1CCN(c2c(/C=N/O)c3ccccc3n2C)CC1	-3%	i	-8%	0.3	3%	-2%	2%	-0.9%	4%
COc1ccc(C(=O)Nc2cc(OC)c(NC(=O)Nc3ccccc3)cc2OC)cc1	-6%	i	/	1.4	/	/	-14%	-2.5%	9%
COC(=O)NNC(=S)Nc1cc(OC)ccc1OC	5%	i	22%	-1.3	2%	0%	15%	3.8%	6%
Cc1cc(C(=O)N2CCC(C(=O)O)CC2)c(C)o1	6%	i	10%	0.8	1%	2%	1%	0.7%	-4%
O=C(O)COc1ccccc1/C=N/NC(=O)c1cc(-c2ccc(F)cc2)nc2ccccc12	29%	i	0%	-3.5	2%	0%	-10%	1.1%	2%
O=C(Nc1cccc(/C=C/c2ccccn2)c1)c1ccc(-n2cncn2)cc1	2%	i	-6%	-3.5	3%	-3%	7%	?	4%
Cc1cccc(CN2CCc3c([nH]c4ccccc34)C2CC(C)C)n1 (stereo not given)	-22%	i	-39%	-0.2	-16%	1%	?	2.6%	7%
Cn1c(=O)n(C)c2cc(/C=C(/C#N)C(=O)NCc3ccco3)ccc21	-17%	i	3%	-4.2	5%	-2%	10%	7.4%	4%
CCn1cc(C(=O)NCCc2ccc(OC)c(OC)c2)c(=O)c2cc(S(=O)(=O)N3CCCCCC3)ccc21	0%	/	?	/	16%	/	/	-0.3%	/
COCCCNC(=S)N1CCN(C(=O)C(=O)Nc2ccc(C(=O)OC)cc2)CC1	-11%	i	-20%	0.5	-3%	-1%	6%	0.4%	-29%
CCOC(=O)N1CCC(Nc2ccc3nnc(-c4ccccc4)n3n2)CC1	19%	i	-26%	1.0	-5%	-2%	-20%	3.8%	-5%
C=C(C)CN1C(=O)c2ccccc2C1=O	1%	i	2%	-2.2	8%	0%	0%	-0.8%	11%
Cc1cc(C)cc(NC(=O)CS(=O)(=O)c2cccc3nsnc23)c1	-4%	i	1%	-0.5	-1%	0%	12%	0.4%	3%
O=C(CSc1nnc(-c2ccco2)n1CC1CCCO1)c1ccc(F)cc1 (stereo not given)	-5%	i	-4%	-3.3	1%	0%	-2%	0.3%	2%
COc1ccc(C(C(=O)NC2CCCC2)N(C(=O)c2ccco2)c2ccc3c(c2)OCO3)cc1OC (stereo not given)	0%	-109%*	-12%	-1.5	-19%	0%	-2%	-0.4%	-1%
O=C(/C=C/c1cc2c(cc1Br)OCO2)NCc1ccc(Cl)cc1	-10%	i	-11%	-1.9	9%	-1%	3%	0.5%	14%
CN(Cc1ccccc1F)c1ccc(S(=O)(=O)N2CCCC2)cn1	7%	i	-17%	-4.4	0%	1%	-7%	0.6%	25%
Cc1ccc(SCC(=O)OCC(=O)NCCCc2ccccc2)cc1	-1%	i	1%	-5.5	1%	-3%	-17%	0.1%	8%
COc1ccc(NC(=O)CSc2nnc(-c3cccnc3)n2Cc2ccco2)c(OC)c1	2%	i	?	1.2	-8%	-1%	-4%[57.1 µM]	0.3%	-10%
COC1=CC(=O)OC12CCCCC2	8%	i	15%	-0.4	1%	-2%	4%	-0.1%	0%
CCN(CC)C(=O)Cn1c(=O)n(Cc2ccc(C(=O)NCc3ccccc3Cl)cc2)c(=O)c2ccccc21	-18%	/	4%	/	2%	/	/	-1.8%	/
Cc1cc(C)c(NC(=O)NC(=O)c2cccc(F)c2)c(C)n1	?	i	?	-3.1	14%	-3%	3%	8.4%	-3%
Cc1cc(C)c2oc(C(=O)NCc3ccccc3)cc(=O)c2c1	2%	i	-21%	-0.7	5%	0%	-6%	-0.1%	1%
Cc1nc(Cl)sc1C(=O)Nc1ccc(C(C)(C)C)cc1	-1%	i	2%	0.2	-1%	1%	-21%	13%	7%
CCN(CC)S(=O)(=O)c1cccc(C(=O)NCCCn2ccnc2)c1	-3%	i	-10%	0.5	-3%	0%	8%	0.0%	19%
CCOC(=O)Nc1ccc2c(CN3C(=O)NC4(CCCC4)C3=O)cc(=O)oc2c1	16%	i	0%	-11	-10%	-7%	-4%[57.1 µM]	0.1%	-18%
COc1ccccc1Nc1nc(N2CCOCC2)nc(N2CCOCC2)n1	-2%&32%	i	?	-0.4	11%&4%	-1%	1%&-2%	0.2%&-0.9%	12%&3%
O=Cc1cn(-c2ccccc2)nc1-c1cc2cc(O)ccc2oc1=O	2%	i	7%	-2.0	?	-2%	15%	0.2%	8%
Cc1csc2ncc(C(=O)Nc3ccon3)c(=O)n12	3%	i	10%	-2.4	15%	1%	13%	3.6%	3%
COCCN(C(=O)COC(=O)Cc1c[nH]c2ccccc12)c1c(N)n(Cc2ccccc2)c(=O)[nH]c1=O	?	i	6%	-3.0	-3%	-2%	7%	0.8%	2%
Cc1cnn(-c2nc(-c3ccccc3)cc(-c3ccccc3)n2)c1	?	i	?	-0.5	1%	-6%	-2%	-0.2%	15%
COC(=O)C1=C(C(=O)OC)[C@@H]2N(Cc3ccccc3)c3ccccc3[C@@]23C[C@@H](C(=O)OC)N(C(=O)NC(C)(C)C)C3=N1	?	i	-3%	-1.7	0%	/	13%	-0.8%	14%
O=C(CS(=O)(=O)Cc1ccccc1)NCCc1ccc(F)cc1	0%	i	10%	1.3	1%	3%	4%	-0.1%	-1%
CCn1c(SCC(=O)Nc2nc(C)c(C)s2)nnc1-c1cccs1	12%	i	-16%	-2.9	-1%	-1%	-2%	-0.1%	-1%
